GAA glycogen mod: GAA glycogen-cleavage inhibition or activation. P10253. recombinant GAA, glycogen substrate, Amplex Red glucose oxidase fluorescence. Potency, µM (series often up to 76.4 µM), inactives show at the top dose activity change, negative = inhibition, actives largely listed as inhibitors. actives 0.38% (n = 300,000). AID 2100; active means well fitted inhibition curve with a large enough effect; inconclusive means small, poorly fitted or top-dose-only effect, or another doubt; inactive means no such curve, though single readings can be large or run the other way;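 further: 0% = full enzyme reaction and -100% = no-enzyme basal signal; the screen sought inhibitors and activators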
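Recombinant human alpha-glucosidase (4 nM final) hydrolysed bovine liver glycogen (30 ug) for 40 min at 37 C in pH 5.0 citrate/phosphate with 0.01% Tween-20. Released glucose detected by glucose oxidase/Amplex Red, Ex 573/Em 610 nm. Compounds up to 77 uM; AC50 from Hill fits.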
* marks the source's active call; other numbers are inactive results; ? = inconclusive; [ ] = another dose, or the depositor's remark. Potency means the concentration at half of the fitted maximal effect. A portion of the library; count on the stated rates, not on these rows.

item | compound | GAA glycogen mod
1 | COC(=O)c1c(C(=O)OC)c(-c2cccc(F)c2)n2c1CS(=O)(=O)C2 | 1%
2 | COc1ccc(S(=O)(=O)NCc2ccc(C(=O)N3CCN(Cc4ccccc4)CC3)cc2)cc1 | -23%[76.3 µM]
3 | COc1ccccc1C(=O)Nc1ccnn1C1CCN(Cc2ccn[nH]2)CC1 | -6%[76.3 µM]
4 | COc1ccc(OC)c(N(C(=O)c2ccco2)C(C(=O)NC2CCCC2)c2ccc(N3CCOCC3)cc2)c1 (centres undefined) | 11%
5 | O=C(NCc1ccc(CNC(=O)c2ccco2)cc1)c1ccco1 | -3%[76.3 µM]
6 | CCc1ccc(NC(=O)C2CCCN(S(=O)(=O)c3cccnc3)C2)cc1 (centres undefined) | -6%[76.3 µM]
7 | COc1ccc(Cl)cc1NC(=S)N1CC(C)OC(C)C1 (centres undefined) | 8%[76.3 µM]
8 | Cc1ccc(NC2CCCN(C(=O)c3ccc4nccnc4c3)C2)cc1C (centres undefined) | -1%[76.3 µM]
9 | COc1cc(C(=O)NC(C)Cc2ccccn2)ccc1OC1CCN(C(C)=O)CC1 (centres undefined) | -4%[76.3 µM]
10 | C/C=C/c1ccc(OCC(O)CNCCc2ccc(OC)cc2)c(OC)c1 (centres undefined) | 7%
11 | Cc1cc(C)n2nc(SCc3ccccc3C(=O)O)nc2n1 | -2%
12 | Cc1cc(C)c(S(=O)(=O)NCc2cn3ccccc3n2)c(C)c1 | -1%[76.3 µM]
13 | Cc1ccc2c(c1)N(CCC(=O)NCCCN1CCCC1)C(=O)C(C)O2 (centres undefined) | 2%
14 | O=C(NCC1CC1)c1cc([N+](=O)[O-])cc([N+](=O)[O-])c1 | 2%
15 | c1csc(-c2cc(N3CCCCC3)c3ccccc3n2)c1 | -3%
16 | O=C(Cc1ccc(Cl)cc1Cl)Nc1ccncc1Cl | 0%[76.3 µM]
17 | CCOc1ccc(N2CC(C(=O)Nc3nnc(SCCOC)s3)CC2=O)cc1 (centres undefined) | 6%
18 | COc1ccc(N(C(=O)Cn2nnc(-c3ccc(F)cc3)n2)C(C)C(=O)NC2CCCC2)cc1 (centres undefined) | -1%
19 | O=C(NCCCNC(=O)c1ccccn1)c1ccc(F)cc1 | 4%
20 | COc1cc(/C=N/n2c(C)nc3ccccc3c2=O)cc(OC)c1O | -2%
21 | Cc1ccc(-c2nnc(SCC(N)=O)nc2-c2ccc(C)cc2)cc1 | 7%
22 | O=C(O)c1ccc(N=Nc2c(O)ccc3ncccc23)cc1 | -3%
23 | COc1cccc(OCC(=O)O/N=C(\N)c2ccncc2)c1 | -1%
24 | O=C(CN(Cc1ccc(Cl)cc1)C(=O)c1csnn1)NCc1ccccc1 | -5%
25 | COc1cccc(NC(=O)CN2CCN(CC(=O)Nc3ccc(F)cc3)CC2)c1 | 0%
26 | Cc1ccc(C(=O)OCC(=O)N2CC(C)OC(C)C2)cc1 (centres undefined) | 15%[76.3 µM]
27 | O=S(=O)(Nc1ccc(-c2cn3c(n2)SCC3)cc1)c1ccccc1F | -5%[76.3 µM]
28 | O=[N+]([O-])c1ccccc1S(=O)(=O)Nc1ncccn1 | -3%
29 | O=S(=O)(Nc1ccc(S(=O)(=O)N2CCOCC2)cc1)c1ccc(Br)cc1 | -2%
30 | O=C(O)Cn1c(=O)c2c3c(sc2n(Cc2ccccc2F)c1=O)CCCC3 | -3%
31 | COc1ccc(OCc2cc(C(=O)NCC3CCOCC3)no2)c(Cl)c1 | -3%[76.3 µM]
32 | Cc1ccnc(NC(=O)CCC(=O)N(CC(=O)NC(C)(C)C)Cc2ccc3c(c2)OCO3)c1 | -10%
33 | COc1ccc(N2CCN(C(=O)CN(c3ccc(OC)cc3)S(=O)(=O)c3ccccc3)CC2)cc1 | 0%[76.3 µM]
34 | CC(C)(C)C(=O)Nc1ccc(S(=O)(=O)Nc2nccs2)cc1 | -4%
35 | CN1C(=O)c2ccc(NC(=O)c3cccc4ccccc34)cc2C1=O | -2%
36 | Cc1cccc(NC(=O)C2CCCN(C(=O)Nc3ccc(F)cc3)C2)c1 (centres undefined) | 11%[76.3 µM]
37 | CC(C)(C)c1ccc(C(=O)N2CCN(c3ncccn3)CC2)cc1 | -4%
38 | Cc1ccc(C)c(NC(=S)N2CCC(NC(=O)C3CCCCC3)CC2)c1 | 0%
39 | CC(=O)c1cccc(NC(=O)CCc2nnc3ccc(N4CCN(C)CC4)nn23)c1 | 8%[76.3 µM]
40 | Cc1c(CC(=O)NCCC(=O)O)c(=O)oc2cc3oc4c(c3cc12)CCCC4 | 1%
41 | CCc1c(C(=O)NC2CCCc3ccccc32)[nH]c(C)c1C(C)=O (centres undefined) | 7%[76.3 µM]
42 | Cc1cnc2c(c1)C(=O)c1ccccc1-2 | 7%
43 | Nn1cnnc1N/N=C/c1ccccc1C(F)(F)F | -21%
44 | Cc1nn(CCC(=O)NCCc2ccccc2Cl)c(=O)c2nn(-c3ccccc3)c(C)c12 | -1%[76.3 µM]
45 | C=CCN1C(=O)c2ccc(C(=O)N(C)CC(=O)Nc3ccccc3C(F)(F)F)cc2C1=O | -5%[76.3 µM]
46 | CC(Oc1ccc(Cl)cc1)C(=O)Nc1ccc(S(=O)(=O)Nc2nccs2)cc1 (centres undefined) | -4%
47 | COc1ccc2[nH]cc(CCN3C(=O)c4ccc(C(=O)O)cc4C3=O)c2c1 | -4%
48 | O=S(=O)(Nc1ccc2cn[nH]c2c1)c1ccc(Cl)cc1 | -2%[76.3 µM]
49 | C/C(CC(=O)Nc1ccc2c(c1)OCCO2)=N\NC(=O)COc1cccc(C)c1 | -1%
50 | O=C(COc1ccc2ccc(=O)oc2c1)NCCCN1CCCC1=O | -1%[76.3 µM]

(list continues)
item | compound | GAA glycogen mod
51 | CC(=O)Nc1ccc(S(=O)(=O)Nc2ccc(Nc3ccccc3)cc2)cc1 | ?
52 | CCc1nnc(SCC(=O)N2CCCC(N3CCN(c4ccccc4C)CC3)C2)o1 (centres undefined) | 0%[76.3 µM]
53 | COc1ccc(NC(=O)c2cn(C)c(=O)c3cc(OC)c(OC)cc23)c(OC)c1 | 0%
54 | Cc1ccc(C)c(C(=O)COC(=O)CNS(=O)(=O)c2ccccc2)c1 | 2%
55 | O=C(Nc1nnc(-c2ccccc2F)s1)c1ccccc1F | -5%
56 | O=C(NCCCc1ccccc1)[C@@H]1Cc2ccccc2CN1 | -7%
57 | CC(=O)Nc1ccc(N(C(=O)CNC(=O)c2ccco2)C(C(=O)NC2CCCC2)c2ccco2)cc1 (centres undefined) | 7%[76.3 µM]
58 | COc1ccccc1CNC(=O)COc1ccc(S(=O)(=O)N2CCOCC2)cc1C | 0%
59 | CCc1ccc(NC(=S)N(CCOC)C2CCN(C(C)=O)CC2)cc1 | -7%
60 | Cc1cc(C)c(C(=O)C(C)OC(=O)Cc2n[nH]c(=O)c3ccccc23)cc1C (centres undefined) | -4%[76.3 µM]
61 | CCC(=O)N(CCc1ccccc1)Cc1cc2ccc(OC)cc2[nH]c1=O | -2%
62 | COc1ccc(Cl)cc1S(=O)(=O)N1CCCc2ccccc21 | -17%[76.3 µM]
63 | Cc1cc(F)ccc1S(=O)(=O)N1CCCOC1CNC(=O)C(=O)NCc1ccccn1 (centres undefined) | -2%[76.3 µM]
64 | COc1ccc(S(=O)(=O)N2CCN(Cc3cc(OC)c(O)c(OC)c3)CC2)cc1 | 3%[76.3 µM]
65 | CCOCCCn1c(=S)[nH]c2cc(C(=O)NCCc3ccccc3)ccc2c1=O | 6%[76.3 µM]
66 | CCOc1ccc(S(=O)(=O)N(C)C2CCCCC2)cc1 | -13%[76.3 µM]
67 | CC(=O)c1ccc(N2CCN(S(=O)(=O)c3cc(-c4cc(C)no4)ccc3C(C)C)CC2)cc1 | -3%[76.3 µM]
68 | Cc1c(Cl)cccc1NC(=O)NCc1cccnc1 | 3%[76.3 µM]
69 | Cc1ccc(C(=O)N(C)CC(=O)Nc2cccc(C)c2C)o1 | 5%
70 | CCC1Sc2ccc(S(=O)(=O)CCC(=O)Nc3ccc(C(=O)OC)cc3)cc2NC1=O (centres undefined) | 1%[76.3 µM]
71 | O=C(NCCCn1ccnc1)c1cccc(Cl)c1 | -1%
72 | CCCN(CCC)C(=O)c1ccc2c(c1)N(CC)C(=O)c1ccccc1S2(=O)=O | 0%
73 | Cc1ccc(S(=O)(=O)N2CCC(c3nnc(SCCN4CCCC4)n3C)CC2)cc1 | 3%
74 | C=CCNC(=S)Nc1ccccc1-c1nnc2n1CCCCC2 | 10%[76.3 µM]
75 | CCOc1ccccc1/C=N/Nc1ccnc(=O)[nH]1 | -12%
76 | Cc1ccc2c(C)c(C(=O)N(C)C(C)c3ccon3)oc2c1C (centres undefined) | -6%[76.3 µM]
77 | O=C(C1CCN(S(=O)(=O)c2ccccc2)CC1)N1CCCCC1 | -6%
78 | CC(C)CCN1CC(=O)N2[C@@H](Cc3c([nH]c4ccccc34)C2(C)C)C1=O | 6%
79 | O=C(Nc1ccccc1)Nc1cccc(NC(=O)Nc2ccccc2)c1F | 3%
80 | CCCc1ccc(S(=O)(=O)N/N=C\c2ccc3c(c2)OCO3)cc1 | -13%[76.3 µM]
81 | COc1ccc(NC(=O)NCc2ccc3c(c2)OCO3)cc1OC | 4%[76.3 µM]
82 | N#Cc1c(Cl)nc(-c2cccnc2)nc1-c1ccccc1 | 2%
83 | Cc1ccc(NC(=O)C2CCCN(S(=O)(=O)c3cccnc3)C2)c(C)c1 (centres undefined) | 2%[76.3 µM]
84 | S=C(NCc1ccco1)Nc1ccc(Br)cn1 | -4%[76.3 µM]
85 | Cc1ccc(N(CC(=O)NC(C)C)C(=O)CCC(=O)Nc2nccs2)cc1C | 2%
86 | COc1ccc(NC2CCCN(C(=O)c3csc(C(C)C)n3)C2)cc1 (centres undefined) | -5%[76.3 µM]
87 | COc1ccc(NC(=O)c2cc(-c3ccco3)on2)c(OC)c1 | 5%
88 | COc1cc(CNC(C)C23CC4CC(CC(C4)C2)C3)cc(OC)c1OC (centres undefined) | 1%
89 | COc1ccc(CC(=O)Nc2ccc(/C(C)=N\NC(=O)c3ccc(Br)o3)cc2)cc1 | 0%[76.3 µM]
90 | CC12CCC(=O)N1C(C(=O)Nc1cc(Cl)ccc1N1CCOCC1)CS2 (centres undefined) | -1%[76.3 µM]
91 | Cc1cc(C(=O)N(C)C2CCCCC2)no1 | -9%[76.3 µM]
92 | CCOC(=O)C1CCCN(C(=O)c2[nH]c3ccc(OC)cc3c2C)C1 (centres undefined) | 5%
93 | COc1ccc(CNC(=O)C(OC(=O)c2ccco2)c2ccccc2F)cc1 (centres undefined) | -8%[76.3 µM]
94 | CCCCN(CCCNC(=O)CN1C(=O)COc2ccc(S(=O)(=O)N3CCC(C)CC3)cc21)Cc1ccccc1 | -3%[76.3 µM]
95 | C=CCOc1ccc(C2/C(=C(/O)c3ccc(OC)cc3)C(=O)C(=O)N2CCN2CCNCC2)cc1 (centres undefined) | 1%
96 | Cc1cccc(Cn2c(C)c(C)c3cc(C(=O)NCCN4CCOCC4)ccc32)c1 | -1%[76.3 µM]
97 | COc1cc(=O)[nH]c(SC(C)C(=O)Nc2cc(C)on2)n1 (centres undefined) | 7%[76.3 µM]
98 | CCCCC(C(=O)NC1CCCC1)N(C(=O)c1snc(C(N)=O)c1N)c1ccc(OCC)cc1 (centres undefined) | 8%[76.3 µM]
99 | COc1ccc(S(=O)(=O)Nc2ccc(Cc3ccncc3)cc2)cc1C | -5%[76.3 µM]
100 | CN1C(=O)N(C)C(c2cccc([N+](=O)[O-])c2)C2=C1CCCC2=O (centres undefined) | -12%

Following part.
item | compound | GAA glycogen mod
101 | CSCC[C@H](NC(=O)[C@@H]1Cc2c([nH]c3ccccc23)C2c3ccccc3C(=O)N21)C(=O)NCC1CCCO1 (some centres undefined) | -6%[76.3 µM]
102 | CC(C)(CC(=O)O)CC(=O)N1CCN(c2nc3cc(Cl)ccc3s2)CC1 | -12%
103 | Cn1ncc(Cl)c1C(=O)NC1CCCC1 | 6%[76.3 µM]
104 | Cc1c(C(=O)N(C)C(C)c2ccncn2)oc2c(F)cccc12 (centres undefined) | -3%[76.3 µM]
105 | Cc1nc(NC(=O)c2ccco2)sc1C(=O)O | -2%
106 | NS(=O)(=O)c1ccc(NC(=O)CSc2nc(Nc3ccccc3)nc(N3CCOCC3)n2)cc1 | -1%[76.3 µM]
107 | Cc1ccccc1CS(=O)(=O)CC(O)CN1CCCC1=O (centres undefined) | -3%
108 | CC(C)(CCO)Nc1ncnc2onc(-c3ccc(F)cc3)c12 | -8%
109 | CN(C)c1ccc(/C=N/NC(=O)CNC(=O)/C=C/c2ccccc2)cc1 | -13%[76.3 µM]

Gathered by group, the compounds so far with two or more sulfur atoms
item | compound | GAA glycogen mod
17 | CCOc1ccc(N2CC(C(=O)Nc3nnc(SCCOC)s3)CC2=O)cc1 (centres undefined) | 6%
27 | O=S(=O)(Nc1ccc(-c2cn3c(n2)SCC3)cc1)c1ccccc1F | -5%[76.3 µM]
29 | O=S(=O)(Nc1ccc(S(=O)(=O)N2CCOCC2)cc1)c1ccc(Br)cc1 | -2%
34 | CC(C)(C)C(=O)Nc1ccc(S(=O)(=O)Nc2nccs2)cc1 | -4%
46 | CC(Oc1ccc(Cl)cc1)C(=O)Nc1ccc(S(=O)(=O)Nc2nccs2)cc1 (centres undefined) | -4%
70 | CCC1Sc2ccc(S(=O)(=O)CCC(=O)Nc3ccc(C(=O)OC)cc3)cc2NC1=O (centres undefined) | 1%[76.3 µM]
73 | Cc1ccc(S(=O)(=O)N2CCC(c3nnc(SCCN4CCCC4)n3C)CC2)cc1 | 3%
106 | NS(=O)(=O)c1ccc(NC(=O)CSc2nc(Nc3ccccc3)nc(N3CCOCC3)n2)cc1 | -1%[76.3 µM]

Quoted at random: 2 records from the list, in no set order.
item | compound | GAA glycogen mod
102 | CC(C)(CC(=O)O)CC(=O)N1CCN(c2nc3cc(Cl)ccc3s2)CC1 | -12%
105 | Cc1nc(NC(=O)c2ccco2)sc1C(=O)O | -2%

Bioassay records: PubChem, National Center for Advancing Translational Sciences (NCATS)
